Growth percent in the NCI-60 one-dose screen (48 h, 10 µM unless noted): 100 = growth as untreated, 0 = no growth, -100 = all killed.
HS 578T = HS 578T breast cancer | 78,000 tested, 4.1% active | AID 1794788
MDA-MB-468 = MDA-MB-468 breast cancer; 78,000 tested, 8.5% active
MCF7 = MCF7 breast cancer; 82,000 tested, 6.3% active; AID 1794796
BT-549 = BT-549 breast cancer. AID 1794793. 78,000 tested, 4.4% active
LOX IMVI = LOX IMVI melanoma; 79,000 tested, 7.4% active
T-47D = T-47D breast cancer; 79,000 tested, 5% active
MDA-MB-231 = MDA-MB-231 breast cancer; 81,000 tested, 5% active; AID 1794789
SK-MEL-28 = SK-MEL-28 melanoma. 81,000 tested, 4.1% active
Numbers without * were called inactive; . = not tested or not shown; & = joins results of further samples. How the source made its calls: active means growth percent below 10; inactive means the rest.

nr	SMILES	LOX IMVI	BT-549	MDA-MB-231	T-47D	HS 578T	MCF7	SK-MEL-28	MDA-MB-468
1	C=C(C[C@@](O)(C(=O)Oc1ccccc1)C(=O)C(C)C)c1ccccc1	95	100	103	97	101	100	110	90
2	Cn1ncc2c(Nc3ccccc3Cl)nc(Cl)nc21	104	.	87	100	136	104	119	97
3	CC(=O)C1C(=O)C=C(C)OC1=O (stereo not drawn)	103&99	112	104	105&99	106&93	100&103	104&106	106&95
4	CC(C)(C)OC(=O)N1CC(Cn2cc(C(F)(F)F)c3c(Cl)ncnc32)C1	-87*	-91*	0.8*	43	-9.7*	-33*	-80*	-47*
5	Cc1ccccc1N=Nc1c(C)cccc1C	99	98	112	83	95	100	112	94
6	O=c1c[n+](Cc2ccc3c(c2)OCO3)[nH]o1	98	107	100	98	103	91	107	92
7	CCOC(=O)c1c(-c2cccs2)c(C#N)c(=O)n(Cc2nc3ccccc3[nH]2)c1N	101	116	92	79	98	68	109	95
8	COC(=O)c1cc(-c2ccncc2)[nH]c(=O)c1C#N	108	101	.	.	97	95	112	101
9	Cc1nc(-c2cc3ccccc3c(=O)o2)cs1	96	96	92	82	97	81	127	110
10	O=C1C=C(O)c2ccccc2C1=O	.	103	107	102	.	96	128	119

Rewritten with each value named: entries from further up.
[6] O=c1c[n+](Cc2ccc3c(c2)OCO3)[nH]o1
  LOX IMVI: 98
  BT-549: 107
  MDA-MB-231: 100
  T-47D: 98
  HS 578T: 103
  MCF7: 91
  SK-MEL-28: 107
  MDA-MB-468: 92
[3] CC(=O)C1C(=O)C=C(C)OC1=O (stereo not drawn)
  LOX IMVI: 103&99
  BT-549: 112
  MDA-MB-231: 104
  T-47D: 105&99
  HS 578T: 106&93
  MCF7: 100&103
  SK-MEL-28: 104&106
  MDA-MB-468: 106&95

2 compounds drawn at random from the list so far:
nr	SMILES	LOX IMVI	BT-549	MDA-MB-231	T-47D	HS 578T	MCF7	SK-MEL-28	MDA-MB-468
6	O=c1c[n+](Cc2ccc3c(c2)OCO3)[nH]o1	98	107	100	98	103	91	107	92
4	CC(C)(C)OC(=O)N1CC(Cn2cc(C(F)(F)F)c3c(Cl)ncnc32)C1	-87*	-91*	0.8*	43	-9.7*	-33*	-80*	-47*

An excerpt from above, reduced to LOX IMVI, SK-MEL-28 and BT-549.
entry	canonical_smiles	LOX IMVI	SK-MEL-28	BT-549
2	Cn1ncc2c(Nc3ccccc3Cl)nc(Cl)nc21	104	119	.
3	CC(=O)C1C(=O)C=C(C)OC1=O (stereo not drawn)	103&99	104&106	112
4	CC(C)(C)OC(=O)N1CC(Cn2cc(C(F)(F)F)c3c(Cl)ncnc32)C1	-87*	-80*	-91*
5	Cc1ccccc1N=Nc1c(C)cccc1C	99	112	98

(next part)
nr	SMILES	LOX IMVI	BT-549	MDA-MB-231	T-47D	HS 578T	MCF7	SK-MEL-28	MDA-MB-468
11	CC1=CC(=O)C(Sc2ccc(C)cc2)=CC1=O	80	87	100	62	92	90	106	48
12	N=C(c1ccccc1)N1CCN(Cc2ccccc2)CC1	94	90	110	76	97	101	106	88
13	CCCCC(=S)SSC(C)(C)C	105	94	94	96	109	87	103	98
14	O=[N+]([O-])c1cccc(OCCOc2cccc([N+](=O)[O-])c2)c1	113	95	102	103	.	81	105	77
15	CS(=O)(=O)c1ccc(-c2nc3ccccn3c2/C=N/Nc2nc(-c3ccc(Br)cc3)cs2)cc1	112	114	105	94	112	92	103	102
16	Cc1ccc2nc(COc3ccc(C(=O)NNC(=O)Nc4ccc(Cl)cc4)cc3)[nH]c2c1	96	98	87	107	99	91	107	101
17	CCCNC(=O)Nc1ccc(C)cc1C	95	99	96	99	99	93	111	87
18	CCOC(=O)Nc1cc(C)c(NC(=O)CN(CC)CC)c(C)c1	99	102	103	104	110	96	100	90
19	O=c1c2ccccc2nc(COc2ccccc2)n1NCc1ccccc1Cl	103	94	97	97	109	112	99	91
20	COC1C[C@H](O[C@@H]2C[C@H](O[C@@H]3C[C@H](O[C@@H]4C(=O)c5c(cc6cc(O[C@H]7C[C@@H](O[C@H]8C[C@@H](O)[C@H](O)C(C)O8)[C@H](O)C(C)O7)c(C)c(O)c6c5O)C[C@H]4C(OC)C(=O)[C@@H](O)[C@@H](C)O)OC(C)[C@H]3O)OC(C)[C@@H]2O)OC(C)[C@@H]1O (stereo partly drawn)	-3.3*	-20*	-7.4*	-4.8*	7.3*	4.5*	-23*	-55*
21	N#C/C(=C\c1ccc(Cl)cc1)C(=O)Nc1cc(-c2ccccc2)nn1-c1ccccc1	97	98	91	89	104	92	106	85
22	O=C(NCc1ccccn1)C(O)C(Cc1ccccc1)N(Cc1ccccc1)Cc1ccccc1 (stereo not drawn)	89	100	85	63	88	67	90	85
23	COc1ccc(N=Nc2c(N)nn3c(N)c(C#N)c(-c4ccc(OC)cc4)nc23)cc1	103	83	105	99	112	89	110	99
24	CCN(CC)c1ccc(/C=N/N=C(N)N)cc1	56	52	66	63	55	15	62	26
25	CCOC(=O)c1c(Nc2ccccc2)nn2c(-c3ccc(OC)cc3)c(C#N)cnc12	99	113	95	88	100	95	98	105
26	O=[N+]([O-])c1ccc(Oc2cccc3ccccc23)c([N+](=O)[O-])c1	86	.	94	.	85	95	106	89
27	COc1cc(C2CC(=O)Nc3c2c(C)nn3-c2nc3ccccc3[nH]2)c(OC)c(OC)c1OC (stereo not drawn)	68	53	72	41	26	25	72	31
28	COc1ccc2oc(=O)cc(CC(=O)NCCc3c[nH]c4ccccc34)c2c1	90	95	78	111	90	88	101	91
29	N#Cc1ccc2cc(-c3ccc(Br)cc3)c(C(=O)c3ccc(Br)cc3)n2c1	109	124	92	46	98	48	100	84
30	CN1CCN(Cc2ccc(NC(=O)c3cncc(C#Cc4cnc5ccc(OCCCS(C)(=O)=O)nn45)c3)cc2C(F)(F)F)CC1	-83*	-21*	-21*	16	-24*	-13*	-22*	-62*
31	C=CCO[C@H]1CO[C@H]2[C@@H]1OC[C@@H]2Oc1ccc(Nc2ncnc3ccsc23)cc1Cl	86	100	79	62	91	93	85	101
32	CCCCCc1cc(Cl)c(O)c(CCCCC)c1	100	83	116	99	97	92	107	91
33	O=[N+]([O-])c1cccc(S(=O)(=O)OCCOc2ccccc2)c1	108	103	85	105	108	96	106	102
34	COc1ccccc1NC(=O)Oc1c(Cl)c(Cl)c(Cl)c(Cl)c1Cl	94	104	103	.	105	91	105	101
35	CC1=N/C(=C\c2ccc(Br)cc2)C(=O)O1	99	111	101	97	100	103	96	90
36	COc1cc(C2CC(=O)Nc3c2ccc2ccccc32)cc(Br)c1OC (stereo not drawn)	25	11	28	51	14	9.6*	44	-34*
37	COc1cc(/C=C/C(=O)c2cccc(OCC(=O)O)c2)cc(OC)c1OC	.	125	108	95	109	96	112	115
38	Nc1c(C(=O)Nc2ccccc2F)sc2nc3c(cc12)CCCC3	41	57	45	42	49	18	74	26
39	O=C(CSc1nc2ccccc2c(=O)n1-c1ccccc1)c1cc2c(ccc3ccccc32)oc1=O	94	100	88	93	.	92	103	95
40	Brc1cc2c(c3ccccc13)N1O[C@@H](C2)C[C@H]1c1ccco1	94	101	100	91	100	52	108	50
41	COc1ccc(/C(O)=C/c2nc3nonc3nc2-c2ccc(OC)cc2)cc1	91	89	97	90	89	97	91	93
42	CCOC(=O)CC1CSC(Nc2ccc(C)cc2)=N1 (stereo not drawn)	103	113	118	95	108	95	102	102
43	COc1cc(/C=C2\C(=O)Nc3ccccc32)ccc1OCc1ccc(Cl)cc1	100	109	99	107	105	69	93	102
44	O=C(/C=N/Nc1ccccc1)c1ccccc1	88	99	80	69	88	64	113	66
45	CN(C)CCC(=O)c1ccc2c(c1)CCCC2	96	98	124	70	97	84	104	108
46	COc1cc(OC)c2c(c1Cl)O[C@]1(C2=O)C(OCc2ccccc2)=CC(=O)C[C@H]1C	18	24	13	8.1*	19	13	16	-4.5*
47	CC1=C(C#N)c2nc3ccccc3c(=O)n2[C@]1(C)O	99	101	105	92	102	99	106	113
48	CCN(CCOC(=O)Nc1ccc(Cl)cc1)C(=O)Nc1ccc(Cl)cc1	88	89	82	73	99	96	94	78
49	O=C(CSc1nnc(-c2ccc(Cl)cc2)n1-c1ccccc1)Nc1cccc(F)c1	0.1*	50	27	4.0*	28	39	78	17
50	CC(C)CSc1nc(-c2ccc(F)cc2)c(C#N)c(N(CCO)CCO)n1	98	95	108	103	94	94	107	101
51	C#CCOC(=O)c1cc2c3ccccc3oc(=O)c2c2nc3ccccc3n12	92	96	81	82	93	77	111	100
52	O=c1c2cc(F)ccc2sc2c(OCCO)nc3ccccc3c12	86	100	91	96	106	92	119	99
53	O=C(/C=C/c1ccccc1)Oc1ccc(Cl)cc1Cl	100	106	97	90	94	99	106	98
54	COc1ccc(-c2nc(-c3ccc(-c4nc5ccc(F)cc5[nH]4)cc3)no2)cc1	98	92	108	87	101	100	103	100
55	O=C(Cn1nnnc1-c1ccn(-c2ccc(Br)cc2)n1)c1cc2ccccc2oc1=O	113	64	74	45	93	83	105	46
56	COc1ccc(NC(=O)/C(C)=N/O)cc1	100	99	104	91	113	93	111	105
57	CCNC(=O)C#Cc1ccc2c(C(=Nc3ccc(CN(C)C)cc3)c3ccccc3)c(O)[nH]c2c1	-76*	53	3.4*	62	.	33	-12*	17
58	C=C1CC[C@@H]2[C@]3(C)COC(c4ccccc4)O[C@@H]3CC[C@@]2(C)[C@@H]1CC(O)C1=CCOC1=O (stereo partly drawn)	80	97	104	92	103	82	106	102
59	CC1(c2ccccc2F)NC(=O)NC1=O (stereo not drawn)	98	107	105	.	109	93	110	108
60	CC(C)=CCC/C(C)=C/C#N	105	88	126	92	111	93	113	102

Further results follow.
nr	SMILES	LOX IMVI	BT-549	MDA-MB-231	T-47D	HS 578T	MCF7	SK-MEL-28	MDA-MB-468
61	CC(C)Cn1cnc2c3ccccc3nc(NCn3nc(-c4cc(Cl)cc(Cl)c4Cl)oc3=S)c21	87	98	83	94	116	96	110	.
62	Cc1ccc(-c2nc3ccccn3c2/C=C2/C(=O)Nc3cc(Cl)ccc32)cc1	54	71	76	75	101	33	92	67
63	Cc1ccc(C(=O)O)c(NC=O)c1OCc1ccccc1	88	107	111	104	111	102	118	113
64	CCC1(c2ccc(Cl)cc2)SCCS1	100	.	109	93	120	91	100	111
65	O=C(NO)c1cccnc1	110	115	103	91	122	90	107	110
66	CC/C(C)=N/NS(=O)(=O)c1ccc(C)cc1	100	100	121	105	102	97	116	99
67	COc1ccc(C(=O)NNc2ccc(-c3ccccc3)nn2)cc1	99	102	86	93	100	98	105	112
68	O=C(c1c2c(nn1-c1ccc(F)cc1)CCC(NCCc1ccncc1)C2)N1CCCCC1 (stereo not drawn)	100	.	122	102	104	105	117	107
69	Cc1c2ccccc2nc(CSCc2ccccc2)[n+]1[O-]	98	100	100	97	100	94	104	102
70	Cn1cnc2c(ncn2C)c1=N	92	101	110	97	92	102	102	97
71	CS(=O)(=O)O[C@@H]1C(=O)N(c2cc3c4ccccc4ccc3c3ccccc23)[C@H]1c1ccc(F)cn1	34	45	50	32	7.0*	22	69	30
72	COC12CC(=O)C(C(C)=O)=C(O)C1(C)c1c(O)c(C)c(O)c(C(C)=O)c1O2 (stereo not drawn)	58	79	93	81	75	81	86	69
73	C=C(C)[C@@H]1CC[C@]2(C(=O)n3ccnc3)CC[C@]3(C)[C@H](CC[C@@H]4[C@@]5(C)CCCNC(C)(C)[C@@H]5CC[C@]43C)[C@@H]12	-92*	40	21	11	47	-20*	-52*	-11*
74	CCCc1cccc(CCC)c1NC(=O)Nc1cc(Cl)cc(Cl)c1	.	87	90	82	98	99	103	99
75	N#CC1=C(c2c[nH]c3ccccc23)Nc2nc(N)[nH]c(=O)c2C1c1ccc2c(c1)OCO2 (stereo not drawn)	98	84	100	99	98	97	109	89
76	COCCNC(=O)COc1cc(C)nc2ccc(OC)cc12	94	101	106	93	96	98	106	98
77	O=C(C[N+](=O)[O-])c1ccccc1	94	99	99	94	97	91	108	99
78	O=C(CCCCCCC(=O)Nc1ccc(C(=O)/C=C/c2cn(-c3ccccc3)nc2-c2ccccc2)cc1)NNc1ccccc1	35	86	63	49	92	64	88	80
79	N#CCS(=O)(=O)c1cccc[n+]1[O-]	93	109	110	107	114	91	104	98
80	Cc1ccc(S(=O)(=O)OCC2CCC(COS(=O)(=O)c3ccc(C)cc3)O2)cc1 (stereo not drawn)	110	102	106	89	105	104	114	97
81	O=C1OC(c2cccc(Cl)c2)=N/C1=C\C=C/c1ccccc1	102	102	95	112	99	96	96	85
82	COc1c2ccoc2c(/C=C/C=O)c2oc(-c3ccc(Cl)cc3)cc(=O)c12	74	99	59	65	101	55	114	.
83	COc1ccc(-c2nnc(COc3ccc(NC(=O)Nc4ccccc4)cc3F)o2)cc1	90	80	75	62	82	90	99	87
84	Cc1cc2ccccc2cc1C(=O)c1ccccc1	83	82	93	88	109	122	97	51
85	O=C(O)c1ccc(N/C=C/C(=O)c2ccc(F)cc2)cc1	81	96	87	87	103	86	109	105
86	Nc1cc(Cl)ccc1Oc1ccc(Cl)cc1	95	73	82	.	91	91	110	71
87	N#Cc1ccc(O)c(C2=NCC(Cc3ccccc3)O2)c1 (stereo not drawn)	33	38	78	-2.0*	91	39	80	34
88	O=C(O)c1ccc(-c2nn(-c3ccc(C(F)(F)F)cc3)cc2/C=N/Nc2cccc(Br)c2)cc1	.	125	93	67	77	82	94	104
89	CCCC[P+](c1ccccc1)(c1ccccc1)c1ccccc1	41	18	84	26	80	24	69	-6.9*
90	CC(=O)c1ccc[n+](Cc2c(Cl)cccc2Cl)c1	99	.	104	110	97	106	119	66
91	COCc1c(-c2ccc(NC(=O)Nc3cc(C(F)(F)F)ccc3F)c(F)c2)c2c(N)ncnn2c1CN1CCOCC1	-82*	-40*	-50*	-27*	.	-23*	-6.7*	-55*
92	N#Cc1c(-c2cccc(Cl)c2Cl)cc(-c2ccc3ccccc3c2)[nH]c1=O	.	-5.5*	.	38	.	53	93	71
93	CS(=O)(=O)c1ncc(Br)c(Cl)n1	108	95	106	100	105	103	112	105
94	CCOC(=O)N1CC/C(=N\NC(N)=O)C1	100	94	112	102	106	91	109	99

An unsorted share of the library (roughly 12% active in at least one column).
